# Cav32 inh: Cav3.2 calcium influx blockers – cell-based, Fluo-4 calcium fluorescence, FDSS, MLSMR library, primary screen; Cav3.2-expressing cells; stronger effect = lower value; B-score at 10 µM; 4% of 100,000 active; AID 449739, 2010;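 active = single-dose well whose peak fluorescence ratio is a statistical outlier from its plate by either plate-standardised score or position-corrected B-score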
# The depositor's hits bear a star. These rows are one share of the data. The share of hits here may be higher or lower than overall.
no.	molecule	Cav32 inh
1	O=C(c1sc2ccccc2c1Cl)N(Cc1ccccc1)C1CCS(=O)(=O)C1 (configuration not stated)	-2.4
2	CC(C)Cc1nnc(NS(=O)(=O)Cc2ccccc2)s1	-0.7
3	CCOC(=O)COc1cccc2c(=O)n(CC(=O)NCCc3ccccc3)ccc12	0.99
4	COc1c2ccc(C(=O)NCCCCc3ccccc3)cc2nn1C	0.59
5	CC1(C)CC(=O)CC(=Nc2ccc3[nH]c(=O)[nH]c3c2)C1	0.28
6	O=C(O)c1ccccc1N=Nc1ccc(O)cc1	0.46
7	CC(C)(C)SCCNC(=O)CN(c1ccc(F)c(Cl)c1)S(C)(=O)=O	-1.8
8	O=C(CCn1cccc1)Nc1cccc(F)c1	0.49
9	Cc1nnc(SCC(=O)NCc2ccccc2)[nH]c1=O	0.9
10	O=C(c1ccccn1)N(Cc1cc2ccccc2[nH]c1=O)C1CCCCC1	-0.1
11	CC1Cc2nc(SCC(=O)NCCc3ccccc3)n(C)c(=O)c2S1 (configuration not stated)	0.066
12	O=C(Nc1ccccc1)C1CC2CCCC(C1)C2=O (configuration not stated)	0.16
13	O=C(Nc1ccc(OCC(F)(F)C(F)F)c(C(F)(F)F)c1)c1ccccc1	-0.31
14	CN1CCN(CC(O)COc2ccc(Cl)cc2)CC1 (configuration not stated)	0.096
15	COC(=O)c1ccccc1NC(=O)COC(=O)c1ccco1	-1.4

# Reprinted from the part before: 3 compounds; new compounds follow.
no.	molecule	Cav32 inh
13	O=C(Nc1ccc(OCC(F)(F)C(F)F)c(C(F)(F)F)c1)c1ccccc1	-0.31
14	CN1CCN(CC(O)COc2ccc(Cl)cc2)CC1 (configuration not stated)	0.096
15	COC(=O)c1ccccc1NC(=O)COC(=O)c1ccco1	-1.4
16	CCC12CN(S(=O)(=O)c3ccc(C)cc3)CC(CC)(CN(S(=O)(=O)c3ccc(C)cc3)C1)C2=O	-2.7
17	Cc1ccc(/C=N/NC(=O)CSc2nc3nc(C)cc(C)n3n2)cc1	2.3
18	COc1ccc(C2=Nc3cc(C)ccc3OC2)cc1	-1
19	Clc1cccc(CN2CCC(Cc3ccccc3)CC2)c1	1.5
20	O=C(NC1CCCC1)C(c1ccccc1)N(C(=O)c1ccno1)c1ccccc1 (configuration not stated)	0.58
21	Cc1ccc(NC(=O)C(Cc2ccccc2)N2C(=O)C3C4CCC(C4)C3C2=O)cc1Cl (configuration not stated)	-5.8*
22	Cc1nn(C)c(C)c1NC(=O)CCCSc1nc(-c2ccco2)cc(C(F)(F)F)n1	0.5
23	CC(=O)Nc1ccc(S(=O)(=O)N2CCN(c3cc4c(cc3[N+](=O)[O-])n(C)c(=O)n4C)CC2)cc1	0.59
24	CCN1CCN(c2ncnc3sc(C(=O)Nc4ccccc4F)c(C)c23)CC1	1.3
25	CCOC(=O)CN1NC2(CCC(C(C)(C)C)CC2)NC1=S (configuration not stated)	0.096
26	O/N=C1\CC/C(=N\O)c2nn(-c3ccc(Cl)cc3Cl)nc21	0.13
27	COC(=O)c1ccccc1NC(=O)COC(C)=O	1
28	O=C(c1ccccc1)N(Cc1ccc(F)cc1)Cc1nc2ccccc2c(=O)[nH]1	-0.86
29	Cc1ccc(S(=O)(=O)N2CCSC2c2ccco2)cc1 (configuration not stated)	-1.5
30	c1ccc(-n2ncc3c(NCCN4CCOCC4)ncnc32)cc1	-0.73

# (listing goes on)
no.	molecule	Cav32 inh
31	COc1ccccc1C1C=C(c2ccc(C)cc2)Nc2nnnn21 (configuration not stated)	-1.6
32	COC(=O)c1ccc(C(=O)OC)c(NC(=O)N2c3ccccc3Sc3ccccc32)c1	-3.1
33	COC(=O)CCC(=O)OC1(C)C(=O)C2=COC(c3ccc(OC)cc3)=CC2=C(Br)C1=O (configuration not stated)	-0.43
34	N/C(=N/O)c1nc(N2CCCCC2)nc(N2CCCCC2)n1	0.035
35	O=C(N1CCOCC1)N1CCN(Cc2ccccc2)CC1	0.22
36	Cc1nc(N2CCN(Cc3nc4ccccc4[nH]3)CC2)c2oc3ccccc3c2n1	0.77
37	CCCNC(=O)c1ccccc1NC(=O)Nc1ccccc1C	-0.93
38	CCC(CC)c1nnc(NC(=O)CCCN2C(=O)c3ccccc3C2=O)s1	1.1
39	CCCc1ccc(OCc2ccc(C(=O)OC)o2)c(OC)c1	-1.5
40	CCn1cc([N+](=O)[O-])c(C(=O)N2N=C(c3cccc4ccccc34)CC2c2ccccc2O)n1 (configuration not stated)	-0.72
41	COc1ccc2[nH]c(=O)c(CN(C(=O)c3ccco3)C3CCCCC3)cc2c1	0.78
42	CCn1c(CN2CCN(c3ccc(Cl)cc3)CC2)nc2ccccc21	-6.7*
43	O=C(c1ccc(Cl)cc1)c1cc(-c2ccccn2)c(N2CCOCC2)s1	1.4
44	COCCCNC(=O)Nc1ccc2c(c1)N(C)C(=O)CS2	-0.21
45	O=C(Nc1ccc(N2CCN(C(=O)c3ccco3)CC2)cc1)c1cccc(F)c1	1.1

# Another view of part of the listing above:
entry | Cav32 inh | canonical_smiles
41 | 0.78 | COc1ccc2[nH]c(=O)c(CN(C(=O)c3ccco3)C3CCCCC3)cc2c1
42 | -6.7* | CCn1c(CN2CCN(c3ccc(Cl)cc3)CC2)nc2ccccc21
43 | 1.4 | O=C(c1ccc(Cl)cc1)c1cc(-c2ccccn2)c(N2CCOCC2)s1
44 | -0.21 | COCCCNC(=O)Nc1ccc2c(c1)N(C)C(=O)CS2
45 | 1.1 | O=C(Nc1ccc(N2CCN(C(=O)c3ccco3)CC2)cc1)c1cccc(F)c1

# Further records follow.
no.	molecule	Cav32 inh
46	COc1ccccc1Nc1ncnc2c1oc1ccccc12	-2.9
47	CCOC(=O)C(C)n1nc(C)c2sc3ccccc3c2c1=O (configuration not stated)	-1.8
48	CCN(C(=O)c1ccnc(C(C)(C)C)c1)c1ccccc1	-0.88
49	CCn1c(=O)cc(SCC(=O)Nc2ccc3c(c2)OCO3)c2ccccc21	-0.42
50	CSc1nnc(Cn2c(=O)sc3ccccc32)n1CCc1ccccc1	-1.2
51	O=C(CSc1nnc(-c2cccnc2)o1)Nc1ccccn1	0.29
52	Cc1nnc(NC(=O)c2cccc(NC(=O)C(C)C)c2)s1	0.4
53	COc1cc(O)c(C(C)=O)c(CC(=O)O)c1	0.82
54	CCOc1ccc(C(O)c2nccn2C)cc1 (configuration not stated)	0.11
55	COc1cccc(-c2noc(N)c2C#N)c1	0.63
56	Cc1noc(NS(=O)(=O)c2ccc(NC(=O)Nc3ccc(Cl)c(Cl)c3)cc2)c1C	1.1
57	O=C(NCc1ccc(F)cc1)C(=O)NCC1OCCN1C(=O)c1ccc(Cl)cc1 (configuration not stated)	1.6
58	Cc1ccc(NC(=S)N2CCN(C3CCCCC3)CC2)cc1	2.3
59	COc1ccc(CC(=O)NC(C)c2nnc(SCC(=O)c3ccc(Br)cc3)n2C)cc1 (configuration not stated)	0.47
60	NC(=O)C1CCN(CCC(=O)Nc2ccc3c(c2)CCC3)CC1	1.3

# Next records
no.	molecule	Cav32 inh
61	Cc1csc(NC(=O)c2cnccn2)n1	0.45
62	N#Cc1c(SCC(=O)O)nc(-c2ccccc2)c2c1CCCC2	3.3
63	COc1ccc(-c2nc(-c3ccncc3)no2)cc1OC	-5.2
64	COc1ccccc1CNC(=O)Cn1cnc2ccccc2c1=O	-0.019
65	CCOc1ccc(CN2CCNC(=O)C2CC(=O)OC)cc1 (configuration not stated)	0.75
66	CC(c1ccccc1)n1cc(C(=O)NCC2COc3ccccc3O2)nn1 (configuration not stated)	-2.1
67	O=C(CSc1nc(O)c(Cc2ccccc2)c(=O)[nH]1)Nc1ccccc1	0.43
68	Cc1cccc(N2CCN(C(=O)c3ccc(N4CCCC4=O)cc3)CC2C)c1 (configuration not stated)	-1.4
69	Cc1ccnc(SCCn2c(N(C)Cc3ccccc3)nc3c2c(=O)n(C)c(=O)n3C)n1	-0.35
70	CCN(c1ccccc1)S(=O)(=O)c1ccc(NC(=S)NC(=O)c2ccc(Br)o2)cc1	-2.8
71	COC(=O)C1=C(C(=O)OC)SC(=C2C(=S)C(C)(C)N(C(=O)C(C)C)c3ccccc32)S1	-0.32
72	CC1(C)CNC(=O)c2sc(N3CCOCC3)nc2C1	0.013
73	COc1cccc(SCc2noc(C(=O)NC(C)C)c2C(=O)O)c1	-0.63
74	O=C(Nc1ccccc1)c1ccc(N2CCN(c3ccccc3)CC2)c(S(=O)(=O)N2CCOCC2)c1	-6*
75	CCOC(=O)N1CCN(C(=O)CCCn2c(=O)[nH]c3ccccc3c2=O)CC1	0.27

# Later entries:
no.	molecule	Cav32 inh
76	CCn1c(CC(=O)Nc2ccccc2)nnc1SCC(=O)Nc1ccccc1C(=O)OC	-2.3
77	O=C(c1ccc(Cl)cc1Cl)N1CCC(c2nc3c(nnn3Cc3ccco3)c(=O)[nH]2)CC1	-0.88
78	CC1CCN(C(=O)c2cc(F)c(F)cc2Cl)CC1	0.84
79	O=C(COc1ccccc1)N1CCN=C1SCc1cccnc1	0.2
80	CC(C)CSc1nc2c(=O)[nH][nH]c(=O)c2n1Cc1ccccc1	0.28
81	COc1ccc(Cn2nc(C)cc2C)cc1OC	-0.023
82	CN1CCN(c2nc3c(c(=O)[nH]c(=O)n3C)n2CC(N)=O)CC1	1.9
83	O=C(c1ccc(-n2cccc2)cc1)N1CCOCC1	0.17
84	COc1ccccc1N1CCN(C(=O)CCc2ccc(S(=O)(=O)NCC(C)C)cc2)CC1	0.64
85	Cc1nc2ccc(S(=O)(=O)NC(C(=O)Nc3nccs3)C(C)C)cc2s1 (configuration not stated)	-3.5
86	COc1cccc(C2CC(=O)Nc3c2c(=O)n(C)c(=O)n3C)c1OC (configuration not stated)	0.86
87	CC(c1ccccc1)N1C(=O)NC(NC(=O)c2cccnc2)(C(F)(F)F)C1=O (configuration not stated)	1.1
88	Cc1ccc(NC(=O)CCC(=O)OCC(F)(F)C(F)F)cc1	0.17
89	CCC(C)C(N)C(=O)NC(CCC(=O)OCc1ccccc1)C(N)=O (configuration not stated)	-0.64
90	Cc1ccc(C(=O)NCC2CCCO2)o1 (configuration not stated)	0.43

# Compounds shown so far that contain a COOH group (4):
no.	molecule	Cav32 inh
6	O=C(O)c1ccccc1N=Nc1ccc(O)cc1	0.46
53	COc1cc(O)c(C(C)=O)c(CC(=O)O)c1	0.82
62	N#Cc1c(SCC(=O)O)nc(-c2ccccc2)c2c1CCCC2	3.3
73	COc1cccc(SCc2noc(C(=O)NC(C)C)c2C(=O)O)c1	-0.63

# Next section.
no.	molecule	Cav32 inh
91	Cc1ccc(S(=O)(=O)N2CCN(C)CC2)c(C)c1N(C)S(=O)(=O)c1ccc(Cl)cc1	0.69
92	C#CCNC(=O)C1=C[C@@H](c2ccc(C(F)(F)F)cc2)C[C@@H](OCCCCO)O1	-0.59
93	Cn1nnnc1SCc1ccc(F)cc1	0.15
94	CCOC(=O)C1C(c2cccc(Cl)c2Cl)NC(=O)NC1(O)C(F)(F)F (configuration not stated)	-0.059
95	CC1(C)C(=O)OC(c2cccs2)C2(CCCCC2)C1=O (configuration not stated)	-1.4
96	COc1ccc(OC)c(-c2cc(C(=O)NCCCn3ccnc3)no2)c1	0.88
97	CCc1nnc(NC(=O)CSc2nnc(-c3ccncc3)n2Cc2ccccc2)s1	-0.95
98	O=C(COc1ccc(Cl)cc1)NCc1nnc(SCC(=O)NCc2ccc3c(c2)OCO3)o1	-0.58
99	COc1ccc(C(c2nnnn2C2CCCCC2)N2CCN(c3ccc(OC)cc3)CC2)cc1 (configuration not stated)	-6.4*
100	O=C(Nc1cccc(-c2nc3cccnc3s2)c1)c1ccco1	0.83
101	C=CCOc1nc2c(c(=O)n(Cc3ccc(Cl)c(Cl)c3)c(=O)n2C)n1C	0.69
102	CSc1nc(C)cc(C)c1C#N	-0.073
103	CCC(C)NC(=O)Cn1nc([N+](=O)[O-])c(Cl)c1C (configuration not stated)	0.07
104	CC(C)NCc1c(O)c(Br)cc2oc3c(c12)CCCC3	-0.24
105	CCCCc1ccc(/C=C2\C(=O)c3ccccc3C(O)=C2C(=O)OCC)cc1	-0.54

# Additional entries:
no.	molecule	Cav32 inh
106	Cc1cc(NCCCn2ccnc2)n2ncc(-c3ccc(Cl)cc3)c2n1	1.2
107	CCCNC(=O)c1n[nH]c(=O)c2ccccc12	0.6
108	COC(=O)c1[nH]c2ccc(Cl)cc2c1NC(=O)CN1CCc2cc(OC)c(OC)cc2C1	0.015
109	CCn1nnnc1SCC(=O)Nc1nnc(C(C)C)s1	-0.5
110	Cn1c(CCNC(=O)c2cccs2)nnc1SCC(=O)Nc1nc(-c2ccccc2)cs1	0.52
111	N#CC1=C(N)C(C#N)(C#N)[C@H](c2ccsc2)[C@H]2COCC=C12	1.2
112	COc1ccc(NCc2nc3ccccc3n2CCOc2ccccc2)cc1	-1.8
113	O=C(O/N=C1/CCCc2occc21)c1ccccc1	-0.35
114	COc1cccc(OCC(=O)NNC(=O)c2cccs2)c1	0.53
115	COc1cc(C(=O)Nc2ccc3c(c2)OCCO3)c(-n2cnnn2)cc1OC	0.91
116	CC(=O)n1cc([C@H]2C=C(C(=O)NCc3ccccc3)O[C@@H](OCCCCO)C2)c2ccccc21	1
117	CCC1Nc2ccccc2-c2nnc(SC)nc2O1 (configuration not stated)	0.1
118	O=C(NCC1CCCO1)Nc1ccccc1 (configuration not stated)	0.89
119	CS(=O)(=O)N1CCCC(C(=O)NCc2ccc(F)cc2)C1 (configuration not stated)	0.58
120	Nc1ccc(C23CC4CC(CC(O)(C4)C2)C3)cc1	-0.1

# (listing goes on)
no.	molecule	Cav32 inh
121	Cc1cc(N(C)C)c(C#N)c(N2CCCCC2)n1	-0.83
122	CSc1nnc2c(n1)OC(c1ccsc1)N(C(C)=O)c1ccccc1-2 (configuration not stated)	0.94
123	COc1ccccc1-c1noc(-c2ccccc2C(=O)Nc2cccnc2)n1	-0.98
124	Cc1ccccc1NC(=O)c1onc2c1CCCC2	0.23
125	CC(=O)Nc1c(-c2ccc(F)cc2)nc2ccccn12	0.44
126	O=C(O)c1ccc(OCC(O)Cn2cnc3ccccc32)cc1 (configuration not stated)	-0.13
127	CCn1c(=O)cc(OCC(=O)Nc2ccc3c(c2)OCCO3)c2ccccc21	-0.25
128	Cc1ccc(NS(=O)(=O)c2cc(C(=O)NCc3ccccn3)ccc2Cl)cc1C	-0.072
129	CCC(C)c1ccccc1NC(=O)C1CCCO1 (configuration not stated)	0.06
